Pf growth 48h: P. falciparum growth inhibition at 48 hours (one generation); P. falciparum luciferase growth in erythrocytes, 48 h; Potency, µM (titrated, usually from 28.7 µM), for inactives: at the top dose activity change, negative = inhibition, usual class: inhibitors; hit rate 5.9% among 310,000; AID 504832; also: potency is read from the fitted curve at half-maximal effect; % is scaled to controls: 0 for no effect and ±100 for the full control effect
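Firefly luciferase activity from engineered P. falciparum reports growth; inhibitors lower the luminescent signal. Cultures contained 2% hematocrit erythrocytes at 0.1% final parasitemia.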
Pf growth 96h: P. falciparum growth inhibition at 96 hour, primary screen for plastid delayed-death inhibitors | P. falciparum luciferase reporter growth, 96 h | Potency, µM (highest dose often 28.7 µM), inactives show at the top dose activity change, negative = inhibition, most hits filed as inhibitors | hit rate 6.9% among 320,000 | AID 504834; also: potency is read from the fitted curve at half-maximal effect; % is scaled to controls: 0 for no effect and ±100 for the full control effect
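Delayed-death screen, second-generation endpoint: infected erythrocytes, 2% hematocrit, 0.05% parasitemia final; 96 hours at 37 C, 5% CO2; luciferase detection reagent; luminescence decrease equals reduced growth.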
CHX counter: counter-screen for Shiga toxin inhibitors: cycloheximide protein synthesis inhibition | max response, % | hit rate 12% among 300,000 | cell reporter, cycloheximide protein synthesis inhibition counterscreen; in the data active = max response mostly above about 13%, no sharp cut-off; inactive = mostly below about 14%; also: read at 38.3 µM for the half of the compounds with a filed dose; 0% is about no effect
Shiga inhibitor: inhibitors of Shiga toxin in Vero cells. inhibition, % at 38.7 µM. hit rate 9.2% among 290,000. Vero cells, Shiga toxin protein synthesis inhibition reporter. AID 2315; in the data active = inhibition mostly above about 28%, no sharp cut-off; inactive = mostly below about 43%; also: 0% is about no effect
Sm TGR block: S. mansoni TGR enzyme inhibition. AID 485364. purified TGR, DTNB reduction, TNB absorbance 405 nm. Potency, µM (series often up to 114 µM), without a hit: top-dose activity change, negative = inhibition, usual class: inhibitors. Q962Y6. hit rate 3% among 360,000; also: potency is read from the fitted curve at half-maximal effect; % is scaled to controls: 0 for no effect and ±100 for the full control effect; nearly all actives have a fitted effect of over 60% in size
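Kinetic colorimetric format: TGR-catalysed, NADPH-driven DTNB reduction monitored via TNB absorbance. Enzyme dispensed at 20 nM; compound exposure 15 min at room temperature before reaction start.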
Giardia FBPA inh: blocks Giardia fructose-bisphosphate aldolase activity; purified Giardia FBPA; Potency, µM (top dose mostly 59.6 µM), inactives show top-dose activity, negative = inhibition, usual class: inhibitors; hit rate 0.71% among 290,000; AID 2451; also: potency is read from the fitted curve at half-maximal effect; % is scaled to controls: 0 for no effect and ±100 for the full control effect; nearly all actives have a fitted effect of over 55% in size
Target sequence (A8B2U2 whole entry, looked up): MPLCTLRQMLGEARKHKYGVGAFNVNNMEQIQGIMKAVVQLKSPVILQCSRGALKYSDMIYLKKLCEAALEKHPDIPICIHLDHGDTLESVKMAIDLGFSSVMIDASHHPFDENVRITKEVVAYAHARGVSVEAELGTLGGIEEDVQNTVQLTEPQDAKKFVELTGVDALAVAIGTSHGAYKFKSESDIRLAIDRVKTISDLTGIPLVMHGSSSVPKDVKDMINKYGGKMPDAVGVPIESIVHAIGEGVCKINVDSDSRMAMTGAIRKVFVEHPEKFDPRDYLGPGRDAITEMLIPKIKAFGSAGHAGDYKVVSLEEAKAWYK
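Giardia FBPA (40 nM reagent) was preincubated 10 min at RT with compound (up to 57.5 uM final), then substrate plus GAPDH/TPI/NAD/arsenate coupling system with diaphorase/resazurin was added; resorufin fluorescence (525/598 nm) was read after 20 min.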
Numbers without * were called inactive; ? = inconclusive; . = no result given; & = joins results of further samples; [ ] = remark or other dose. Unless noted, calls follow the shape of the dose curve; as a rule, active = well fitted curve in the direction sought with a large enough effect; inconclusive = small, poorly fitted or top-dose-only effect, or another doubt; inactive = no such curve, though single readings can be large; an effect the other way counts as inactive or inconclusive. An unsorted share of the library; any-hit rate near 24%.

Results follow in this order: Pf growth 48h	Pf growth 96h	CHX counter	Shiga inhibitor	Sm TGR block	Giardia FBPA inh
COc1ccc(C(=O)Nc2cc3c4c(c2)C(C)C(=O)N4CCC3)cc1OC (configuration not stated)
  ?	-23%	.	.	-2%	.
CCn1cc(CN2CCC(n3nccc3NC(=O)C3CCCC3)CC2)cn1
  -1%	19%	1	-5	-11%	.
COc1cccc2c1OCC/C2=N\NC(=O)COc1ccccc1C
  23%	-5%	1	9	-12%	3%
O=C(Cc1cccs1)N1CCC2(CC1)OCCO2
  -5%	.	-4	-7	4%	-3%
CC(C)N(C(=O)Cn1cc(SCC(=O)N2CCCC2)c2ccccc21)C(C)C
  ?	-51%[1.15 µM]	3	-5	0%	1%
O=C(Nc1nc(-c2ccc(-c3ccccc3)cc2)cs1)c1cc([N+](=O)[O-])ccc1N1CCOCC1
  0%	19%	-4	30	10%	0%
O=C(NC(=S)Nc1ccc(Oc2ccccc2)cc1)c1ccc(Cl)cc1
  11%	.	-3	-17	-14%	2%
CC1CCCCC1NC(=O)Cc1ccc(S(=O)(=O)N2CCOCC2)s1 (configuration not stated)
  ?	12µM*	.	.	4%	.
CSc1nsc(/C=C/Nc2ccc(F)cc2)c1C#N
  -23%	6.6µM*	10	38	-15%	?
COc1ccc(CCNC(=O)c2nnn(CC(=O)Nc3ccccc3C)c2N)cc1OC
  -3%	-5%	1	-4	8%	3%
O=C(NCc1ccncc1)C(=O)Nc1nc(C23CC4CC(CC(C4)C2)C3)cs1
  -11%	-11%	-2	-9	-1%	3%
COc1ccccc1NC(=O)CSc1nc(=O)n(CCN(C)C)c2c1CCCC2
  ?	-13%	.	.	0%	.
O=C(Nc1ccc(O)c(-c2nc3ccccc3s2)c1)c1cccs1
  -4%	2%	0	9	-7%	0%
O=C(Nc1ccc(N2CCOCC2)cc1)c1cccc2c(Br)cccc12
  -5%	-4%	0	-5	9%	1%
COc1ccc(S(=O)(=O)NCC2CCC(C(=O)NCc3ccc(F)cc3)CC2)cc1 (configuration not stated)
  12%	-1%	-1	-4	-22%	12%
O=C(NCCc1ccc(F)cc1)C1CCCCC1
  41%[activator]	101%[activator]	24*	42	-14%	2%
FC(F)(F)c1ccccc1NC(=S)N/N=C1\CC2CC=CC12 (configuration not stated)
  ?	?	23*	77*	-5%	-19%
CCC(=O)c1c[nH]c(C(=O)NCc2cccnc2)c1
  7%	41%[activator]	-5	-1	.	4%
OC(CN1CCNCC1)Cn1ccc2ccccc21 (configuration not stated)
  0%	?	3	4	-13%	-29%
CC(C)(C)N(Cc1ccccc1)C(=O)c1cc2ccccc2o1
  ?	16%	1	-10	-1%	-2%
COc1ccc(Cl)cc1S(=O)(=O)Nc1cccc(C(=O)O)c1
  15%	10µM*	-4	-4	5%	17%
CCCc1cc(C(=O)OC)c(NC(=O)CCCC(=O)O)s1
  18%	9%	-4	20	.	10%
CCCOc1ccc(OCC(=O)c2[nH]c(C)c(C(C)=O)c2C)cc1
  -11%	.	-3	-5	-13%	-7%
CCc1ccccc1Nc1nc(N)nc(COC(=O)C2=COCCO2)n1
  18%	3%	.	.	-21%	.
C/C(N)=C(/C#N)C(=O)CSc1nnc(-c2ccc(OC(F)F)cc2)o1
  126%[activator]	?	35*	99*	-6%	11%
Nn1c(SCC(=O)Nc2ccc(S(=O)(=O)N3CCCC3)cc2)nnc1C(F)(F)F
  -15%	.	-3	-4	-10%	7%
COc1ccccc1NC(=O)CCS(=O)(=O)c1cc2c(cc1Cl)NC(=O)CO2
  7%	-12%	-5	-3	-6%	2%
Cc1cc(NC(=O)Cn2c(=O)oc3ccccc32)no1
  21%	13%	.	.	-16%	.
COC(=O)Cn1c(=NC(=O)C2COc3ccccc3O2)sc2cc(S(N)(=O)=O)ccc21 (configuration not stated)
  20%	33%[activator]	9	-11	0%	-2%
C=CCNC(=O)CSc1nc2cc(C(=O)OCC)ccc2n1CC
  .	10µM*	-2	-4	-1%	14%
CCOC(=O)C1=Nc2ccccc2/C1=C\c1c(O)n(C)c(=O)n(C)c1=O
  ?	-25%	-2	3	-7%	-13%
O=C(NCc1ccncc1)c1cnccn1
  -3%	?	1	-13	7%	0%
CCOc1c(Br)cc(C(=O)N2CCCN(C)CC2)cc1OC
  24%	23%	10	-7	-28%	1%
CCCn1c(=NC(=O)c2ccc3c(c2)OCO3)c(C#N)cc2c(=O)n3cccc(C)c3nc21
  15%	5%[5.75 µM]	-4	-1	-17%	0%
O=C1OC(c2ccc(Br)cc2)=N/C1=C\c1ccco1
  17%	12%	-4	-16	-24%	-1%
COc1ccccc1N1CCN(C2CCCN(S(=O)(=O)c3ccccc3)C2)CC1 (configuration not stated)
  -14%	-28%	1	-4	-1%	5%
Cc1ccsc1C(=O)C1CCCN(Cc2cccc(OCCO)c2)C1 (configuration not stated)
  -9%	-20%	-4	1	0%	4%
CN1CCN(C(=O)C2CCC(=O)N(CCc3cccc(F)c3)C2)CC1 (configuration not stated)
  ?	9.3µM*	0	-6	-32%	.
Cn1c(CNc2nc(-c3ccccc3)cs2)nnc1SCC(=O)N1CCc2ccccc21
  ?	18%	-1	-19	-10%	-7%
CCOc1nc(C)ccc1-c1noc(-c2ccncc2)n1
  ?	0%	13	11	-14%	0%
CC(C)[C@H](NC(=O)C1CCN(S(=O)(=O)c2ccc(F)cc2)CC1)C(=O)N1CCCC1
  -8%	?	1	-15	4%	.
CCOC(=O)C1CCCCN1C(=O)CCc1c(C)nc2cc(-c3ccccc3)nn2c1C (configuration not stated)
  .	51%[activator]	9	17	-1%	-2%
COC1=CC(=O)CC(C)C12Oc1c(Cl)c(OC)cc(OC)c1C2=O (configuration not stated)
  -15%	-27%	-4	-13	13%	4%&2%
O=c1[nH]c(SCc2ccc(Cl)cc2)nc2c1CCC2
  27%	.	-2	-12	0%	-12%
Oc1ccc(C[C@@H]2CNCCN2CCc2cc(C(F)(F)F)cc(C(F)(F)F)c2)cc1
  8.3µM*	?	.	.	-11%	.
CC1CC(OCC(O)CN2CCOCC2)CC(C)(C)C1 (configuration not stated)
  2%	-25%	-3	14	7%	3%
Cc1ccccc1NC(=O)c1nn(C)c(C(=O)Nc2ccccc2C)c1[N+](=O)[O-]
  -10%	22%	-2	-15	5%	3%
CC(=O)c1ccc(N2CCN(C(=O)Cc3cccs3)CC2)cc1
  -11%[5.75 µM]	-3%	13	36	19%	4%
Cc1ccc(CSCC(=O)N2CCN(c3ccccc3)CC2)cc1
  -7%	4.1µM*	7	12	7%	9%
O=c1c2ccccc2ncn1-c1ccccc1C(F)(F)F
  -28%	35%[activator]	2	25	13%	0%
N#C/C(=C/c1cn(-c2ccccc2)nc1-c1cccc(S(=O)(=O)N2CCOCC2)c1)C(=O)NCc1ccco1
  -8%	-27%	-3	-2	7%	6%
O=C(NC(=S)Nc1ccc2[nH]c(=O)[nH]c2c1)c1cncc(Br)c1
  18%	11%	1	20	.	-3%
CCc1cc(=O)oc2cc(OC(C)C(=O)O)c(Cl)cc12 (configuration not stated)
  7%	9%[5.75 µM]	-1	-15	1%	13%
CCOC(=O)c1ccc(N2C(=O)CC(Sc3nc(C)cc(C)n3)C2=O)cc1 (configuration not stated)
  10%	-19%	-4	10	-19%	-1%
CC(=O)Nc1ccc(S(=O)(=O)N2CCN(c3ncccn3)CC2)cc1
  ?	0%	0	.	-16%	-4%
CCc1ccccc1NC(=O)CC(O)(C(=O)OC)C(F)(F)F (configuration not stated)
  -8%	.	-1	68	-26%	0%
CC(C)Oc1cccc(C(=O)C2CCCN(C(=O)c3ccoc3)C2)c1 (configuration not stated)
  5%	2%	16*	26*	-12%	4%
COC(=O)c1ccc(N=Cc2c(C(F)(F)F)[nH]n(C)c2=O)cc1
  18%	40%[activator]	5	20	-2%	-15%
O=C(NC1CCCCC1)N1CCN(C(=O)c2ccco2)CC1
  .	?	7	-12	1%	9%
Clc1ccc(-c2nnc3cccc(Cl)n23)c(Cl)c1
  -17%	?	-3	-13	3%	-7%

Results in Giardia FBPA inh, for 3 of the compounds above:
SMILES,Giardia FBPA inh
CCOC(=O)C1=Nc2ccccc2/C1=C\c1c(O)n(C)c(=O)n(C)c1=O,-13%
O=C(NCc1ccncc1)c1cnccn1,0%
CCOc1c(Br)cc(C(=O)N2CCCN(C)CC2)cc1OC,1%

Next part:
Results follow in this order: Pf growth 48h	Pf growth 96h	CHX counter	Shiga inhibitor	Sm TGR block	Giardia FBPA inh
c1cn(CCCNc2ncnc3sc4c(c23)CCC4)cn1
  ?	6%	7	-4	?	-1%
Cc1ccc(NC2=CC(=O)CC(C)(C)C2)cc1C
  -9%	?	18	8	42%[activator]	-3%
CC(=O)c1ccc(N=Cc2c(O)n(-c3cc(Cl)ccc3N3CCOCC3)c(=O)c3ccccc23)cc1
  0.66µM*	.	16	5	-3%	-2%
C/C(=N\NC(=O)C1COc2ccccc2O1)c1cccs1 (configuration not stated)
  .	-29%	10	59	8%	1%
COc1ccccc1/C=C/C=N/NC(=O)c1cc(-c2ccc(C)o2)[nH]n1
  ?	?	2	-8	?	-4%
O=C(Nc1cccc(Cl)c1N1CCOCC1)c1ccc2c(c1)OCCO2
  ?	48%[5.75 µM]	20	121	13%	-11%
O=C(Nc1cccc(NC(=O)N2CCN(c3ccccc3)CC2)c1)N1CCN(c2ccccc2)CC1
  ?	-23%[5.75 µM]	-3	4	6%	6%
Cc1ccc(C(=O)Nc2cccc(C(F)(F)F)c2)cc1Nc1ccccn1
  ?	-1%	-2	-2	?	-10%
C#CC(CO)N(CCN(Cc1ccccc1)C(C#C)CO)Cc1ccccc1 (configuration not stated)
  ?	.	-1	-23	?	-7%
COc1ccc(Cc2nnc(SCC(=O)NCC3CCCO3)o2)cc1 (configuration not stated)
  .	.	-2	-12	-16%[11.4 µM]	-3%
COC(=O)Cc1csc(Nc2c(C)n(C)n(-c3ccccc3)c2=O)n1
  7%	-11%	-2	-5	-11%	6%
O=C(NNC(=S)Nc1ccc(F)cc1)c1ccccc1OC(F)F
  -27%	.	7	-14	-14%	24%
O=C1C2C3C=CC(C3)C2C(=O)N1CCc1ccccc1 (configuration not stated)
  .	?	8	34	2%	11%
CCOc1ccc(Nc2oc(-c3cccs3)nc2C#N)cc1
  ?	183%[activator]	17	65	2%	-5%
Cc1ccc(C(=O)NC(=S)/C=C2\N(C)c3ccccc3C2(C)C)cc1
  -17%	?	13	36	7%	3%
Cc1cn([C@@H](CCCCN)C(=O)NCCCCCCCCCCC(=O)N2CCNCC2)nn1
  -18%	43%[activator]	.	.	-14%	.
COc1ccc(Cl)cc1S(=O)(=O)N(C)CC(=O)NCc1ccc2c(c1)OCO2
  10%	?	-2	28	5%	0%
COc1ccc(-c2nc3ccccc3[nH]2)cc1
  .	-24%	25*	27	-6%	-17%
Cc1ccc(NC(=O)CSCC(=O)Nc2ccc(S(=O)(=O)N3CCCC3)cc2)cc1
  ?	-2%	.	.	1%	.
CS(=O)(=O)N(CC(=O)Nc1ccc(S(=O)(=O)N2CCOCC2)cc1)c1ccccc1Cl
  -9%	36%[activator]	-3	10	.	0%
O=C(NCCn1c(C(F)(F)F)nc2ccccc21)[C@H]1CCCN1c1nc(CN2CCCCC2)cs1
  7%	?	-4	-4	-5%	-20%
